NOD2 RIPK2 PPI: NOD2-RIPK2 binding disruptors in cells, primary screen, fluorescence, CHO cells, BLA complementation; inhibition, % at 4.98 µM; AID 624267, 2012; CCF4 ratio; hit rate 0.38% among 360,000; Receptor-interacting serine/threonine-protein kinase 2 (Homo sapiens), O43353; in the data active = inhibition above about 21%;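 also: 0% = vehicle only and 100% = reference blocker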
C8 TRAIL sens: viability loss with TRAIL in NB7+C8 cells, primary screen, TRAIL sensitizer project, cell-based, ATPlite luminescence. hit rate 1% among 360,000. inhibition (viability loss, TRAIL sensitization), % at 10 µM. AID 624354, 2012;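 active = compounds causing at least 50% loss of cell viability in the single-dose screen, relative to plate controls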
NR5A2 inv ag: LRH-1 (NR5A2) inverse agonists, primary screen, cell-based, luminescence, HEK293T, StAR-luciferase reporter; hit rate 0.13% among 360,000; AID 602396, 2012; Nuclear receptor subfamily 5 group A member 2 (Homo sapiens), O00482; inhibition, % at 3.6 µM; LRH-1 transfected, 24 h;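 active = inhibition above the mean inhibition of all tested compounds plus 3 SD, cut at about 73% in these data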;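 also: 0% = DMSO wells and 100% = reporter-only cells lacking LRH-1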
NCOA2 inhibitor: inhibition of GAL4-SRC2 driven luciferase reporter, primary screen, SRC2 inhibitor project, cell-based, luminescence | Nuclear receptor coactivator 2 (Homo sapiens), Q15596 | HEK293 GAL4-SRC2 luciferase reporter | inhibition, % at 9 µM | hit rate 0.17% among 370,000 | AID 651957, 2012;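 active = inhibition above the mean inhibition of all tested compounds plus 3 SD, set per campaign, cut at about 52% in these data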;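 also: 0% = DMSO treated cells and 100% = cells given Gossypol at 36 µM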
NCOA3 inh: SRC3 coactivator transcriptional activity inhibitors, primary screen, cell-based, luminescence; HEK293 GAL4-SRC3 luciferase reporter; inhibition, % at 3.6 µM; hit rate 0.17% among 360,000; AID 588352, 2011;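 active = inhibition above a per-campaign cutoff, the mean of all compounds plus 3 SD, cut at about 60% in these data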;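 also: 0% = DMSO-treated cells and 100% = gossypol-treated cells at 36 µM; higher means less SRC3-driven luciferase light from the GAL4 reporter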
NCOA1 inh: SRC1 coactivator transcriptional activity inhibitors, primary screen, cell-based, luminescence; Nuclear receptor coactivator 1 (Homo sapiens), Q15788; HEK293 GAL4-SRC1 luciferase reporter; inhibition, % at 3.6 µM; hit rate 0.12% among 360,000;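 active = inhibition above the campaign mean plus 3 SD, with each screening campaign given its own cutoff, cut at about 60% in these data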;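 also: 0% = DMSO treated cells and 100% = gossypol at 36 µM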
Target sequence (Q15788 whole entry, looked up, the tested form may be a part): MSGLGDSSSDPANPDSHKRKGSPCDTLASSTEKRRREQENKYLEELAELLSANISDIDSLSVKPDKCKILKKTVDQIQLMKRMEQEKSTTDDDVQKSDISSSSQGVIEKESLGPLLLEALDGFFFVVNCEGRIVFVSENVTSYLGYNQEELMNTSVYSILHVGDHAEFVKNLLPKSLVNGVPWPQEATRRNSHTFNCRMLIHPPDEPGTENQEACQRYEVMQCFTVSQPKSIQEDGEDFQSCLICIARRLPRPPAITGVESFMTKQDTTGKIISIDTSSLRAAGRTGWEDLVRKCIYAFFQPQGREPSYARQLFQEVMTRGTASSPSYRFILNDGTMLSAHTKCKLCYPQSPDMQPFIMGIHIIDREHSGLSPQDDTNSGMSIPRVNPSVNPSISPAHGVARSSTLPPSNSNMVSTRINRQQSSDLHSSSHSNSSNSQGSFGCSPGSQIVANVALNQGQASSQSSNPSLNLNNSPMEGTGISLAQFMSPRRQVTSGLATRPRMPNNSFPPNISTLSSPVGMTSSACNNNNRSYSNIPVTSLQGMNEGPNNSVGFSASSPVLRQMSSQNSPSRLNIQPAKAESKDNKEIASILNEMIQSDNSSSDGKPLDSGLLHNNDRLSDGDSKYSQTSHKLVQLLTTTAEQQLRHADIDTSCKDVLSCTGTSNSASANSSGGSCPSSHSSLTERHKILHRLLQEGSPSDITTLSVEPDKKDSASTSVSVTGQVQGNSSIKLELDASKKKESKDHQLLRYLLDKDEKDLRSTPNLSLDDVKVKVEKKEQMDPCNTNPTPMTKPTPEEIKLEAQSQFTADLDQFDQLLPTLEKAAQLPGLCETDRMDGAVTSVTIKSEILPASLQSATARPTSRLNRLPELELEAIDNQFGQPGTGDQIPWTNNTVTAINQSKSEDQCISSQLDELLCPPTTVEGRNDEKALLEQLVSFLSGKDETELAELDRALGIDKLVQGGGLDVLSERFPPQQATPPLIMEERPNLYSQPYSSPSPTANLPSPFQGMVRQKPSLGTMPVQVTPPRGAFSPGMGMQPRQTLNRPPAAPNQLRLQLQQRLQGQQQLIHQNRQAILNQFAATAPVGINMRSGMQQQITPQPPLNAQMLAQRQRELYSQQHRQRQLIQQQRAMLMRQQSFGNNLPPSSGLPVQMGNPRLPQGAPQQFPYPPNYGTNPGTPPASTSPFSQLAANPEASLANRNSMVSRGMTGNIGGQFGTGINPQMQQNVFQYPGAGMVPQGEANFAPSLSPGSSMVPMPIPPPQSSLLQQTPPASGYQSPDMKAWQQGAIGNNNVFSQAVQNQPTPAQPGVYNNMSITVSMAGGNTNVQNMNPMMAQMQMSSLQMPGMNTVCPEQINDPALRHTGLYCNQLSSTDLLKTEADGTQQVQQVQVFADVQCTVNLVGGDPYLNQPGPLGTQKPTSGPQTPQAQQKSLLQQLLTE
TLR9-MyD88 inh: inhibitors of TLR9-MyD88 association in cells, primary screen, cell-based, CHO, BLA complementation, fluorescence | Toll-like receptor 9 (Homo sapiens) + Myeloid differentiation primary response protein … | CCF4 FRET ratio | inhibition, % at 4.98 µM | hit rate 0.21% among 340,000;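 active = inhibition above the mean over all tested compounds plus 3 SD, cut at about 21% in these data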;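 also: 0% = DMSO only wells and 100% = clavulanate BLA inhibitor control wells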
TROY signal inh: inhibitors of TROY-driven NF-kB signaling, primary screen, Q293 LMP1-TROYcd cells, NF-kB luciferase, uHTS; Q293 LMP1-TROYcd NF-kB luciferase reporter, 4 h; inhibition, % at 10 µM; hit rate 0.98% among 360,000;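 active = compounds whose plate-normalised and pattern-corrected inhibition of the luciferase reporter signal at the single screening dose is 50% or more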
COUP-TFII inh: NR2F2 transcriptional activity inhibitors, primary screen, cell-based, luciferase reporter, HEK293T, luminescence | HEK293T NGFI-A luciferase reporter | hit rate 0.7% among 370,000 | COUP transcription factor 2 (Homo sapiens), P24468 | inhibition, % at 8.6 µM | AID 686940, 2013;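 active = inhibition above a per-plate cutoff, mean inhibition of test wells between control levels plus 3 SD, cut at about 38% in these data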;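 also: cells cotransfected with COUP-TFII expression vector driving the NGFI-A reporter; 0% = median of COUP-TF2 test wells and 100% = reporter-only cells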
TWEAK Fn14 block: inhibitors of TWEAK-Fn14 signaling, primary screen, luciferase reporter cells, uHTS; TWEAK-stimulated Fn14 reporter cells, luciferase luminescence, 8 h; inhibition, % at 10 µM; hit rate 2% among 360,000; in the data active = inhibition above about 50%
EBV LMP1 NFkB: EBV LMP1-driven NF-kappaB luciferase reporter inhibitors, primary screen, cell-based, luminescence, single point | LMP1-induced NF-kappaB luciferase reporter cells | inhibition, % at 12.5 µM | hit rate 0.69% among 350,000 | AID 504558, 2011; in the data active = inhibition above about 41%;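 also: 0% = neutral control wells and 100% = reference inhibitor control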
* = called active by the depositor; nt = no result given.

Structure,TROY signal inh,NOD2 RIPK2 PPI,TWEAK Fn14 block,COUP-TFII inh,NCOA3 inh,EBV LMP1 NFkB,TLR9-MyD88 inh,C8 TRAIL sens,NCOA1 inh,NR5A2 inv ag,NCOA2 inhibitor
O=C(c1cccc([N+](=O)[O-])c1)N1CCN(C/C=C/c2ccccc2)CC1,-13,5,0,-3,17,4,0,-6,4,10,-38
CN1N=C(C(=O)N2CCCC(N3CCN(c4ccc(F)cc4)CC3)C2)CCC1=O (stereo unspecified),-2,-11,21,6,2,0,5,5,0,8,-3
C=CCN(CC=C)C(=O)c1ccc(OC2CCN(S(=O)(=O)N(C)C)CC2)cc1,-9,7,-17,10,-36,-5,-6,0,-3,6,-26
CC1(C(=O)NCc2ccccc2)Cc2c(-c3cccc(C(F)(F)F)c3)ccnc2O1 (stereo unspecified),23,4,1,5,-7,nt,nt,21,-3,-3,23
CC(=O)c1ccc(OCC(=O)N(C)CC(=O)Nc2ccc(N3CCOCC3)cc2)cc1,-13,-7,-11,6,0,2,-1,11,11,-13,-10
c1ccc2c(c1)CCN(c1ncnc3c1[nH]c1ccccc13)C2,48,3,85*,71*,32,39,-6,36,23,46,36
COc1ccc(/C=C2\C(=O)c3ccccc3OC2c2ccccc2)cc1 (stereo unspecified),-19,5,5,-10,6,2,8,4,-12,-4,1
O=C1CSC(c2ccccn2)N1c1ccc(Cl)c(Cl)c1 (stereo unspecified),-4,-5,107*,20,8,-2,-6,15,-4,7,4
NNC(=O)c1cnn(-c2ccccc2)c1C(F)(F)F,-6,2,10,-30,-8,0,1,4,7,-17,-18
COc1ccccc1OCC(=O)Nc1ccc(C(N)=O)cc1,-19,0,1,12,11,-2,0,-7,-4,-2,9
COc1cccc(N2CCN(C(=O)CCNS(=O)(=O)c3ccc(F)c(F)c3)CC2)c1,-9,-6,-30,-9,15,-8,13,-6,-13,14,7
COC(=O)C1(C(=O)OC)C[C@H](c2ccccc2)N(Cc2ccccc2OC)[C@@H]1c1ccccc1,nt,-13,nt,-6,nt,nt,nt,14,nt,27,-10
O=C(Nc1ccc(-c2cn3c(n2)SCC3)cc1)c1ccc2c(c1)OCO2,-49,-7,-17,-18,-5,6,-6,9,-10,-24,-13
Cc1cc(NS(=O)(=O)c2ccc(NC(=O)Cc3cccs3)cc2)no1,-17,1,14,nt,16,-9,10,-3,-2,-3,nt
Cc1cccc(-n2c(O)c(C=NC3CCS(=O)(=O)C3)c3ccccc3c2=O)c1 (stereo unspecified),-28,-2,4,13,4,3,-1,5,8,1,-4
COc1ccc(CCNC(=O)C2CC(O)CN2S(=O)(=O)c2ccc(Cl)cc2)cc1OC (stereo unspecified),2,-2,4,7,1,3,-5,-9,-3,-3,16
O=C(NCCc1ccccc1)/C(=C\c1ccc([N+](=O)[O-])cc1)NC(=O)c1ccc(Br)cc1,-16,-10,-23,0,5,-31,1,6,0,4,-7
COc1ccc(S(=O)(=O)N2CCSC2c2ccc(N)cc2)cc1 (stereo unspecified),8,0,-12,-18,-11,-9,-10,7,-14,21,-7
COc1ccc(CN(C)CC2CCCN(CCc3ccc(F)cc3)C2)cc1OC (stereo unspecified),4,0,-15,30,-12,12,3,17,9,-2,9
Cc1nc2ccccn2c1C(=O)NCC(C)C,-6,-8,-7,1,8,1,1,1,-1,17,13
CCCCNS(=O)(=O)c1ccc2nc(SCC(=O)Nc3ccccc3)[nH]c2c1,-2,5,12,12,12,8,7,-1,3,-1,14
O=C(Nc1cccc(C(=O)N2CCCCC2)c1)C1CCC1,14,-8,6,4,-6,-1,3,-18,10,-22,-22
O=C1/C(=C/c2ccc(F)cc2)Oc2cc(OC(=O)N3CCOCC3)ccc21,-24,-13,-10,-10,14,-15,5,11,0,8,16
CCn1c(=O)c([N+](=O)[O-])c(NCc2ccc3c(c2)OCO3)c2ccccc21,5,-6,26,4,-11,0,-2,-28,8,7,-25
CC(C(=O)Nc1ccccc1)N(C)Cc1cccs1 (stereo unspecified),11,-4,23,0,7,-5,-8,-24,0,1,13
COc1cc(C(=O)N2CCN(c3ccccn3)CC2)cc(OC)c1OC,-6,5,-11,-1,-7,-6,-6,8,-6,-14,-12
CCOC(=O)CCP(=O)(O)C(O)c1ccc(OC)cc1 (stereo unspecified),20,0,15,11,-5,-1,-4,-4,-10,12,-2
CC(=O)Nc1ccc(S(=O)(=O)N(C)CC(=O)OCC(=O)N(C)c2ccccc2)cc1,23,-2,18,6,-10,4,-3,-9,-3,-2,-20
CCOC(=O)/C(C#N)=C/Nc1cc(C(=O)OCC)cc2c(OC)c(OC)ccc12,-32,1,-48,-15,-19,-13,2,-23,6,6,-5
Cc1ccc(C)c(-n2[nH]c3c4c(ccc3c2=O)C(=O)c2ccccc2C4=O)c1,-3,4,-36,4,19,-1,1,-4,3,6,9
COCCSc1nnc(NC(=O)COc2ccc3c(c2)OCO3)s1,-5,-1,-21,-3,8,-1,4,-26,-6,-2,6
COC(=O)[C@]1(CC(C)C)N[C@H](c2ccc(-c3cccc(Cl)c3)cc2)[C@@H]2C(=O)N(C)C(=O)[C@@H]21,13,2,-8,-26,-6,12,-9,9,11,19,-7
CCOC(=O)N1CCC(NC(=O)c2ccc3snnc3c2)CC1,14,-3,-13,-8,1,2,-12,11,-35,-12,16
O=C(NC1CCCCC1)N1CCCc2ccccc21,nt,-8,29,21,6,-5,-4,-2,-11,12,16
COc1ccc(CCNC(=O)C23CN(Cc4ccccc4)CC2C(c2ccc([N+](=O)[O-])cc2)=NO3)cc1 (stereo unspecified),1,1,-10,-5,-7,3,-5,13,-30,18,-4
O=C(Cn1ccc(NC(=O)OCc2ccccc2)nc1=O)NCc1ccc2c(c1)OCO2,5,-4,-24,1,-2,2,0,-6,-25,15,2
CC(=O)Nc1ccc(S(=O)(=O)NC2CC(=O)N(c3cccc(F)c3)C2)cc1 (stereo unspecified),-1,-8,-6,15,12,-2,-2,-10,-20,5,4
CN1CCN(NC(=O)Nc2ccc(Br)cc2Cl)CC1,-42,-2,-13,-25,-105,-5,-10,-3,-46,-29,-30
Cc1ccc(S(=O)(=O)N2CCCCC2)cc1NC(=O)COC(=O)c1cc[n+]([O-])cc1,5,-4,3,6,-1,1,2,20,3,-5,25
O=C(NCCN1CCN(C(=O)c2cccs2)CC1)c1cccs1,-16,0,15,5,12,1,-11,-1,8,-9,-2
O=C(CSc1n[nH]c(-c2ccco2)n1)Nc1ccc(Br)cc1,5,1,6,0,9,-8,2,-8,-14,10,3
O=C(N/C(=C\c1cccc([N+](=O)[O-])c1)C(=O)N1CCOCC1)c1ccco1,-20,4,-36,4,8,-2,-6,5,-12,-2,2
O=C(c1cccs1)N1CCCC(c2ccccc2)C1 (stereo unspecified),-13,-10,-1,0,1,-2,7,-9,-20,-13,3
Cc1cccc(NC(=O)c2cccc(S(=O)(=O)N(C)c3ccccc3)c2)n1,-34,6,-7,-7,-38,-2,-1,-10,-28,-29,-17
Cc1nnc(SCC(=O)N2CCN(C(=O)c3ccco3)CC2)n1-c1ccccc1,-2,13,2,-16,13,4,-1,-2,1,3,-14
Nc1nc(NCc2ccco2)nc(Nc2ccccc2)c1[N+](=O)[O-],-9,-10,28,0,4,-2,3,-10,6,14,11
CNc1ccc(Cl)cc1S(=O)(=O)c1ccccc1[N+](=O)[O-],37,-16,23,-3,9,nt,nt,-4,-19,10,5
COC(=O)c1c(C)[nH]c(C(=O)COC(=O)Cn2cc(C(F)(F)F)ccc2=O)c1C,0,-6,13,-15,19,3,-16,4,-7,9,-13
O=C(COC(=O)c1cc(S(=O)(=O)N2CCOCC2)c(Cl)cc1Cl)c1ccc[nH]1,24,-4,15,0,9,-1,-7,19,-22,7,1
COc1ccc(CCNC(=O)c2cc3c(=O)n4ccccc4nc3n(C3CCCCC3)c2=N)cc1OC,-6,-6,-23,13,15,0,-13,6,1,29,-7
N#Cc1ccc(-c2ccco2)nc1SCc1ccccc1,9,0,6,2,4,5,-2,-2,-8,-3,-9
CCCCCn1nc(C(=O)N2CCc3ccccc32)c2ccccc2c1=O,14,1,-3,-16,-1,4,-3,-16,6,-3,-34
O=C(NC(=S)N(Cc1ccccc1)c1ccccn1)C1CC1,-5,-13,7,-5,-2,1,-2,-4,-18,-15,2

Bioassay records from PubChem.

Only part of the results is shown (hit frequency here may not be typical).
